Assay outcomes deposited in PubChem BioAssay by several laboratories.
TLR4 MyD88 comp: inhibitors of TLR4-MyD88 association in cells, primary screen, cell-based, HeLa CL3-4, BLA complementation, FRET ratio; 200,000 tested, 0.18% active; Toll-like receptor 4 (Homo sapiens) + Myeloid differentiation primary response protein …; inhibition, % at 8.4 µM; HeLa CL3-4 TLR4/MyD88 BLA complementation; AID 861, 2007; in the data active = inhibition above about 25%;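 note: 0% = vehicle and 100% = reference inhibitor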
Target sequence (O00206 whole entry, looked up): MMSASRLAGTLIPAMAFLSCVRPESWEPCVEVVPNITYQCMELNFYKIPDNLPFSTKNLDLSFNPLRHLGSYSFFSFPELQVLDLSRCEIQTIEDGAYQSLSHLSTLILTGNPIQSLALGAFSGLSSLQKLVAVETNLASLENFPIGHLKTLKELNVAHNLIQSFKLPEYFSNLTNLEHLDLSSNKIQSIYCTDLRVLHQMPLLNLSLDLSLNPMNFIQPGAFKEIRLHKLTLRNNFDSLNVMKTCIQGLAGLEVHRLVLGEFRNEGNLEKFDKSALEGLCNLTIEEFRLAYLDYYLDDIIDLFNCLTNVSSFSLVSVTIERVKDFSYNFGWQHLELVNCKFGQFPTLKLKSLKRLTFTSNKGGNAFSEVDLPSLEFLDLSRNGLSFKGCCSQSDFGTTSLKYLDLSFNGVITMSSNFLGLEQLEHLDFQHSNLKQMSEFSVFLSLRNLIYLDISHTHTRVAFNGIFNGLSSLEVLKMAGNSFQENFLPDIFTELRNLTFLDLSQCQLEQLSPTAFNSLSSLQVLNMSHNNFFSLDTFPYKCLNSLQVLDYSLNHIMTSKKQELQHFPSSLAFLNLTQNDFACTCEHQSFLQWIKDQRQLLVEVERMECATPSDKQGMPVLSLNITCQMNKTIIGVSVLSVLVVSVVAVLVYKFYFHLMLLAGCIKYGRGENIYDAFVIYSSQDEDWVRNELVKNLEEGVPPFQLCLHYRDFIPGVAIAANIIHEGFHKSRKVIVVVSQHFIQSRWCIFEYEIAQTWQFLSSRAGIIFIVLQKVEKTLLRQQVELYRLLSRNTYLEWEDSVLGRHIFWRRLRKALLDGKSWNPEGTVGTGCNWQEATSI
Target sequence (Q99836 whole entry, looked up): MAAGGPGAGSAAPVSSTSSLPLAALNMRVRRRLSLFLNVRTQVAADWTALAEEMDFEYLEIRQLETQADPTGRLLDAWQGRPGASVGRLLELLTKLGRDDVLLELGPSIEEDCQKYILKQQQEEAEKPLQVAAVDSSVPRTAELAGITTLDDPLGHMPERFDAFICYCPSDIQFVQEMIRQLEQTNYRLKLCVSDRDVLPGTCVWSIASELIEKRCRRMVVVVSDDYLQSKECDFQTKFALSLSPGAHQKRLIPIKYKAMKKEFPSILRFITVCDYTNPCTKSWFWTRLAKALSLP
STAT1 act: STAT1 signaling activators, primary screen, cell-based, HTS, luciferase reporter; 200,000 tested, 2.6% active; activation (% of control), % at 5.5 µM; NIH 3T3 STAT1-luciferase reporter, IFN-gamma, luminescence; 100% = IFN-gamma alone, no compound;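 active = activation above the screen-wide mean activation plus 3 SD, cut at about 130% in these data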;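 note: raw ratio to IFN-gamma control signal so 100% means no change and 0% no light; values of inactives mirror those of a sister screen read the other way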
Diaph inh CS: diaphorase inhibitors and chemical oxidizers, primary screen, counter-screen for diaphorase-coupled primary assays, biochemical, uHTS, resorufin fluorescence | diaphorase resazurin-to-resorufin fluorescence, NADH, 16 min; bacterial (C. kluyveri) enzyme, not human | inhibition, % at 20 µM | 190,000 tested, 0.69% active | AID 1217, 2008;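 active = primary screen inhibition at 20 µM above a set limit, cut at about 50% in these data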;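 note: plate controls were DMSO with full reaction for no effect and wells lacking NADH for full effect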
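Assay system: diaphorase enzyme from Clostridium kluyveri. Quantity: enzyme working solution with 0.14 U/mL diaphorase. Schedule: reaction incubation of 16 min at room temperature. Technique: resorufin fluorescence, excitation 544 nm, emission 590 nm. Controls: No-NADH positive control and DMSO neutral control.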
G6PDH counter: L. mesenteroides G6PDH inhibitors, counter-screen for G6PDH-coupled screening assays, biochemical, Leuconostoc mesenteroides enzyme | glucose-6-phosphate dehydrogenase [Leuconostoc mesenteroides] | Purified L. mesenteroides G6PDH, diaphorase/resazurin coupled fluorescence, 45 min | inhibition, % at 5 µM | 200,000 tested, 0.12% active; in the data active = inhibition above about 50%
APP transl inh: inhibitors of APP translation via 5'UTR reporter, primary screen, APP 5'UTR luciferase, SH-SY5Y cells; inhibition, % at 2 µM; 190,000 tested, 0.82% active; SH-SY5Y APP 5'UTR-luciferase reporter, luminescence; AID 1285, 2008;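 active = inhibition above a set limit, derived from the sample mean plus 3 SD, cut at about 45% in these data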; note: values of inactives mirror those of a sister screen read the other way
STAT1 blocker: STAT1 signaling inhibitors, primary screen, cell-based, HTS, luciferase reporter | NIH 3T3 STAT1-luciferase reporter, IFN-gamma, luminescence | inhibition, % at 5.5 µM | 200,000 tested, 0.35% active;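 active = inhibition above a set limit, the mean inhibition across all tested compounds plus 3 SD, cut at about 34% in these data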;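 note: 0% = IFN-gamma with DMSO and 100% = IFN-gamma with 300 µM nifuroxazide; values of inactives mirror those of a sister screen read the other way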
STAT3 act: IL-6 driven STAT3 reporter potentiators, primary screen, U3A cells, luciferase, luminescence, MLSCN library; activation (% of control), % at 5.6 µM; 190,000 tested, 0.91% active; IL-6 STAT3-luciferase reporter; 100% = signal with IL-6 EC80 alone;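 active = activation above the screen-wide mean of compound activation plus 3 SD, cut at about 130% in these data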;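 note: 0% = background luminescence of wells with medium and substrate only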
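System – human U3A cells carrying STAT3-luciferase construct · Probe or stimulus – Interleukin-6, 33 ng/mL · Schedule – compound 1 h, then IL-6 6 h at 37 °C · Signal – luminescence from STAT3-driven luciferase reporter · Evaluation – percent of IL-6-only median luminescence · Benchmarks – IL-6-only high control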
Hsp70 act: Hsp70 transcriptional activators, primary screen, cell-based, HeLa, Hsp70 promoter luciferase, luminescence, 10 µM; HeLa Hsp70 promoter luciferase reporter; scaled: vehicle 0, proteasome-inhibitor control 100%; activation, % at 10 µM; 200,000 tested, 0.04% active;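 active = activation above the mean across all tested compounds plus 3 SD, cutoff set per campaign, cut at about 5.5% in these data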;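 note: 100% = MG132 at 30 µM as the positive control and 0% = DMSO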
Diaphorase act: compounds boosting diaphorase resazurin reduction – biochemical, uHTS, resorufin fluorescence, counter-screen for diaphorase-coupled primary assays, primary screen; Diaphorase/resazurin coupled assay, 16 min; active compounds read high; 1 = vehicle wells, 0 = NADH-free wells; activation factor at 20 µM; 190,000 tested, 0.005% active;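 active = diaphorase activity raised at least twofold by the compound at 20 µM; inactive = activation factor below 2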
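Test system: Clostridium kluyveri diaphorase, purified enzyme; input: enzyme 0.07 U/mL final; buffer or medium: 50 mM HEPES pH 7.4 with 4.542 mM MgCl2, 0.005% Tween 20; also added: 0.114 mM NADH and 0.1 mM resazurin, final amounts; schedule: 16 min enzyme reaction, ambient temperature; technique: fluorescence of resorufin, 544 nm excitation, 590 nm emission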
STAT3 inh: IL-6 driven STAT3 reporter inhibitors, primary screen, U3A cells, luciferase, luminescence, MLSCN library | IL-6 STAT3-luciferase reporter; host cell line lacks STAT1 | AID 862, 2007 | inhibition, % at 5.5 µM | 190,000 tested, 0.89% active;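 active = inhibition above the mean inhibition across all screened compounds plus 3 SD, cut at about 44% in these data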;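 note: 0% = DMSO only wells and 100% = 100 µM nifuroxazide control wells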
* hit, by the source's call; nt = not tested or not shown.

#1 Cc1ccc(N2CC(C(=O)N/N=C/c3sccc3C)CC2=O)cc1 (centres undefined)
#2 OCCOCCOc1ccc(-c2nn[nH]n2)cc1
#3 COCCCNC(=O)CSc1ccc(Cl)cc1
#4 Cc1cccc(NC(=O)CSc2nc(C)c(CC(=O)c3ccc(Br)cc3)c(C)c2C#N)c1C
#5 COc1ccc(OC)c(Nc2nc(-c3sc(NC(=O)c4ccccc4)nc3C)cs2)c1
#6 COc1ccc(CN(Cc2ccccn2)S(=O)(=O)c2ccc(-n3cnnn3)c(OC)c2)cc1
entry no.	1	2	3	4	5	6
TLR4 MyD88 comp	5	-13	8	8	5	-5
STAT1 act	103	94	114	104	92	96
Diaph inh CS	6	-7	4	1	14	24
G6PDH counter	0	5	-11	-2	0	4
APP transl inh	-5	-2	-13	-12	3	-2
STAT1 blocker	-4	7	-15	-5	8	4
STAT3 act	99	102	106	101	95	98
Hsp70 act	-0.4	0.4	-0.3	-0.2	-0.1	-0.3
Diaphorase act	0.9	1.1	1	1	0.9	0.8
STAT3 inh	2	6	-3	-4	16	8

#7 Cc1nn(C)c(C)c1C(=O)NN
#8 CCCCn1nc(CC(=O)O)c2ccccc2c1=O
#9 Cc1cccc(-c2nnn(Cc3nnc(NC(=O)c4ccccc4)s3)n2)c1
#10 CCSC(=Nc1ccccc1)Nc1ccccc1
#11 O=S1(=O)CCC(NS(=O)(=O)c2cccc3cccnc23)C1 (centres undefined)
#12 O=C(O)c1ccccc1-c1ccccc1C(=O)Nc1ccccc1
entry no.	7	8	9	10	11	12
TLR4 MyD88 comp	1	14	7	15	7	-4
STAT1 act	92	110	99	82	99	97
Diaph inh CS	16	4	12	17	14	4
G6PDH counter	-2	-1	0	5	-2	5
APP transl inh	4	-11	-8	-10	-3	0
STAT1 blocker	9	-9	1	19	2	4
STAT3 act	108	104	100	100	100	91
Hsp70 act	-0.1	-0.3	-0.2	-0.1	-0.2	-0.4
Diaphorase act	0.8	1	0.9	0.8	0.9	1
STAT3 inh	-8	2	10	8	3	21

#13 COC(=O)c1ccccc1NC(=O)NCc1ccco1
#14 Cc1ccc(C)c(N2CCN(C(=O)C3CCCCN3S(=O)(=O)c3ccc(F)cc3)CC2)c1 (centres undefined)
#15 CCSc1nnc(NC(=O)CSc2nnc(CNC(=O)c3ccc(OC)cc3)o2)s1
#16 CCOC(=O)CC(NC(=O)c1cc2ccccc2oc1=O)c1cccc([N+](=O)[O-])c1 (centres undefined)
#17 O=C(O)C1CCC(=O)N(C2CC2)C1c1ccccc1 (centres undefined)
#18 Cc1cccc(NC(=S)NNC(=O)c2ccco2)c1
entry no.	13	14	15	16	17	18
TLR4 MyD88 comp	-2	1	-7	16	2	6
STAT1 act	99	96	104	100	102	106
Diaph inh CS	9	24	17	13	5	-11
G6PDH counter	-13	6	-2	3	7	-11
APP transl inh	3	-6	0	40	-2	-15
STAT1 blocker	1	5	-5	-1	-2	-10
STAT3 act	103	104	106	101	103	98
Hsp70 act	-0.4	-0.4	-0.3	-0.3	-0.2	-0.2
Diaphorase act	0.9	0.8	0.8	0.9	0.9	1.1
STAT3 inh	1	-4	-7	3	-1	12

Reformatted as tab-separated lines: part of the list above.
cpd	smiles	TLR4 MyD88 comp	STAT1 act	Diaph inh CS	G6PDH counter	APP transl inh	STAT1 blocker	STAT3 act	Hsp70 act	Diaphorase act	STAT3 inh
17	O=C(O)C1CCC(=O)N(C2CC2)C1c1ccccc1 (centres undefined)	2	102	5	7	-2	-2	103	-0.2	0.9	-1
13	COC(=O)c1ccccc1NC(=O)NCc1ccco1	-2	99	9	-13	3	1	103	-0.4	0.9	1

The list continues:
#19 C[N+]1(CC(O)COc2ccccc2)CCN(C(=O)c2ccc([N+](=O)[O-])cc2)CC1 (centres undefined)
#20 CCc1ccc(-c2csc(NC(=O)Oc3ccccc3)n2)cc1
#21 O=C1c2ccccc2NC(c2ccc(-c3cccc([N+](=O)[O-])c3)o2)N1O (centres undefined)
#22 COc1ccc(C(C)=O)cc1CSCCC(=O)O
#23 Cc1ccccc1-n1nc(C)c2c(C(=O)NN)cc(-c3ccncc3)nc21
#24 Cc1c(C)n(CC(O)CN2CCCCCC2)c2ccccc12 (centres undefined)
entry no.	19	20	21	22	23	24
TLR4 MyD88 comp	8	-4	2	-3	10	-8
STAT1 act	104	125	105	92	104	101
Diaph inh CS	2	5	14	11	-3	12
G6PDH counter	-2	-11	7	-2	1	10
APP transl inh	0	-77	21	-2	9	2
STAT1 blocker	-5	-27	-6	9	-5	-1
STAT3 act	106	92	100	92	109	95
Hsp70 act	0.5	-0.2	-0.2	-0.1	-0.1	-0.1
Diaphorase act	1	0.9	0.9	0.9	1	0.9
STAT3 inh	-9	5	4	11	-9	11

#25 Cn1c(=O)cc(SCC(=O)NCCCN2CCN(c3ccccc3F)CC2)c2ccccc21
#26 c1ccc(-c2ncc(-c3ccn[nH]3)s2)cc1
#27 CCOC(=O)C1=C2c3cc(OC)c(OC)cc3CC(C)(C)N2C(=O)C1=O
#28 Cc1cc([N+](=O)[O-])cc2c1NC(c1ccccn1)C1CC=CC21 (centres undefined)
#29 COc1ccc(/C=C/C(=O)NCCCc2ccccc2)cc1OC
#30 COC(=O)c1cc(C(=O)OC)cc(N2C(=O)CN=C2Nc2nc(C)cc(C)n2)c1
entry no.	25	26	27	28	29	30
TLR4 MyD88 comp	-5	2	-4	3	-8	-2
STAT1 act	101	120	91	100	99	92
Diaph inh CS	10	19	13	19	4	4
G6PDH counter	-1	5	6	10	8	5
APP transl inh	-6	-230	-1	4	11	-18
STAT1 blocker	-1	-22	10	1	1	7
STAT3 act	94	65	109	104	102	105
Hsp70 act	1.8	-0.1	0.1	0.0	-0.4	-0.2
Diaphorase act	0.9	0.8	0.9	0.8	1	1
STAT3 inh	10	46*	-1	2	1	-5

Values by screen from above:
Nos. 15–19 in Diaph inh CS read 17, 13, 5, -11, 2
Nos. 15–19 in G6PDH counter read -2, 3, 7, -11, -2

Next section:
#31 O=C(Nc1ccc(C(=O)O)cc1)/C(=C\c1ccc([N+](=O)[O-])cc1)NC(=O)c1ccc(Br)cc1
#32 CC1CCCN(Cc2nc3c(c(=O)n(C)c(=O)n3C)n2CCCc2ccccc2)C1 (centres undefined)
#33 CCC(=O)Nc1ccc(C(=O)CSc2nnc(-c3cccnc3)o2)cc1
#34 O=C(NCc1ccc2c(c1)OCO2)c1cccc2c1C(=O)N(C1CCCCC1)C2
#35 O=C(NCc1nc2ccccc2[nH]1)C1=C[C@@H](c2ccc(Br)cc2)C[C@@H](OCc2ccc(CO)cc2)O1
#36 O=C(c1ccc([N+](=O)[O-])cc1)N1CCN(C(=O)c2cccs2)CC1
entry no.	31	32	33	34	35	36
TLR4 MyD88 comp	1	2	13	3	-6	0
STAT1 act	101	91	101	101	106	98
Diaph inh CS	-2	18	-9	10	13	8
G6PDH counter	6	-5	3	-30	13	-1
APP transl inh	-16	-1	-6	0	8	-5
STAT1 blocker	-2	10	-2	-1	-4	2
STAT3 act	96	105	104	98	nt	99
Hsp70 act	0.3	0.8	0.1	-0.2	-0.3	-0.2
Diaphorase act	1	0.8	1.1	0.9	0.9	0.9
STAT3 inh	6	0	0	7	nt	5

#37 CCOC(=O)C1(CCOC)CCN(Cc2ccncc2)CC1
#38 O=C(O)CCC(=O)NNC(=O)COc1ccc2ccccc2c1Br
#39 CCOCCCNC(=O)c1ccc(OC)cc1
#40 CCC(=O)N1c2ccccc2NC2=C(C(=O)CC(c3ccco3)C2)C1c1ccco1 (centres undefined)
#41 Nc1cc(S(=O)(=O)N2CCCCC2)ccc1N1CCOCC1
#42 N#CCSc1nnc(Nc2ccccc2)s1
entry no.	37	38	39	40	41	42
TLR4 MyD88 comp	6	-26	1	1	12	-16
STAT1 act	104	103	106	95	100	106
Diaph inh CS	11	3	7	13	-2	15
G6PDH counter	9	14	3	-4	11	10
APP transl inh	10	-4	-17	-5	16	11
STAT1 blocker	-7	-5	-7	6	-2	-6
STAT3 act	99	107	111	110	93	106
Hsp70 act	0.3	-0.1	0.3	-0.1	-0.2	0.1
Diaphorase act	0.9	1	0.9	0.9	1	0.8
STAT3 inh	6	-2	-11	-7	10	-6

#43 N#Cc1ccc(-c2csc(NC(=O)c3ccc(S(=O)(=O)N4CCc5ccccc5C4)cc3)n2)cc1
#44 COc1ccccc1C(=O)NC(CCSC)C(=O)NCC(c1ccco1)N(C)C (centres undefined)
#45 CCSc1nnc(NC(=O)CSc2nccn2-c2cccc(C)c2C)s1
#46 CC(=O)c1ccc(NC(=O)C2CCCN(C(=O)c3ccc(Cl)cc3)C2)cc1 (centres undefined)
#47 COC(=O)CCC(=O)COc1ccc(OC)cc1C#N
#48 Cc1ccc2cc(CN(CCN(C)C)C(=S)Nc3ccccc3)c(=O)[nH]c2c1C
#49 C=CCNc1nc(SC)nc2ccsc12
#50 COc1ccc(OC)c(C2=C/C(=C/c3ccccn3)C(=O)O2)c1
#51 COc1cccc(N2CCN(C(=O)c3[nH]c(C)c(C(C)=O)c3C)CC2)c1
entry no.	43	44	45	46	47	48	49	50	51
TLR4 MyD88 comp	-9	2	-3	3	-7	-14	-7	5	7
STAT1 act	94	99	105	95	130*	102	119	102	99
Diaph inh CS	6	15	27	4	16	2	5	10	13
G6PDH counter	13	8	6	-3	4	4	15	-1	12
APP transl inh	8	11	-21	9	-47	0	11	-6	29
STAT1 blocker	7	1	-6	5	-33	-4	-21	-3	1
STAT3 act	100	108	92	96	113	100	97	102	96
Hsp70 act	0.1	-0.3	0.0	-0.2	0.2	0.0	0.3	0.0	-0.1
Diaphorase act	0.9	0.9	0.7	1	0.8	1	0.9	0.9	0.9
STAT3 inh	3	-5	12	13	-12	7	9	9	10

No enrichment for hits. About 6.1% of those tested had a hit in this group.
